EBI2 block: blocks human EBI2 receptor beta-arrestin signaling | P32249 | EBI2 beta-arrestin recruitment, luminescence, 7a,25-OHC stimulated | inhibition, % at 5 µM | actives 0.81% (n = 360,000); in the data active means inhibition above about 38%;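 further: enzyme fragment complementation signal reports receptor beta-arrestin coupling in cells; 0% = agonist plus DMSO wells and 100% = wells without agonist; some results beyond the cut were filed as inactive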
Target sequence (P32249 whole entry, looked up, the tested form may be a part): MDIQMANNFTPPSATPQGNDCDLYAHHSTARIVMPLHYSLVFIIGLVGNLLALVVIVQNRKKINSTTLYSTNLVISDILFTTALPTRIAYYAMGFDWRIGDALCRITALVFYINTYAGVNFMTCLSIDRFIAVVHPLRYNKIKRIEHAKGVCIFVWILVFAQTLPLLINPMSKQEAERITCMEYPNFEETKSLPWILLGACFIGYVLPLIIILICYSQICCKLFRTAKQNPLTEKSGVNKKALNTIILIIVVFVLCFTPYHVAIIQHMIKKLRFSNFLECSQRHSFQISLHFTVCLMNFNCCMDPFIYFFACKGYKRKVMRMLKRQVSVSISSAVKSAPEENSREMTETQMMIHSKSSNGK
CCR6 antagonist: antagonists of human CCR6 receptor. CHO-K1 CCR6 PathHunter beta-arrestin, luminescence, CCL20-stimulated. inhibition, % at 20 µM. actives 0.49% (n = 340,000). AID 493098;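 active means compounds whose inhibition of the agonist-driven luminescence signal at 20 µM reaches about 50%, limit read from the data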;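 further: cells stimulated with CCL20 at 14 nM final; plate controls were DMSO with CCL20 for no effect and DMSO without agonist for full effect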
Target sequence (P51684 whole entry, looked up): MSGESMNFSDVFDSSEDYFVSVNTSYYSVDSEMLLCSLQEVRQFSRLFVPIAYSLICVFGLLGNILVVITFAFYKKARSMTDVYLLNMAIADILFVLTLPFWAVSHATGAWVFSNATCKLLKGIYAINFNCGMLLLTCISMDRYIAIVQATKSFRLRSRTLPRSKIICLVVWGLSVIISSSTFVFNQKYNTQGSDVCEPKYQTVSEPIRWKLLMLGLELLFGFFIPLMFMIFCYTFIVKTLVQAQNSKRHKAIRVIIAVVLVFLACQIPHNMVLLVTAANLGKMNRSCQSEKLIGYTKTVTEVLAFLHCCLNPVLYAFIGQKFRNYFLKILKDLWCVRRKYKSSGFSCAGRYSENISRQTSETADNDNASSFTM
Gli-Sufu block: antagonists of Gli-Sufu signaling | inhibition, % at 5 µM | actives 0.74% (n = 340,000) | Sufu-KO-LIGHT fibroblasts, Gli luciferase reporter luminescence | AID 588413;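 active means inhibition above about 55%, limit read from the data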;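 further: 0% = DMSO-treated cells and 100% = wells with medium but no cells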
CXCR6 inh: blocks human CXCR6 beta-arrestin recruitment | O00574 | CHO-K1 PathHunter CXCR6 beta-arrestin, luminescence | inhibition, % at 20 µM | actives 0.36% (n = 360,000); in the data active means inhibition above about 34%, passing the limit was not always enough;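 further: antagonist mode with CXCL16 agonist at 10 nM final; 0% = 10 nM CXCL16 with DMSO and 100% = unstimulated wells without agonist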
Target sequence (O00574 whole entry, looked up): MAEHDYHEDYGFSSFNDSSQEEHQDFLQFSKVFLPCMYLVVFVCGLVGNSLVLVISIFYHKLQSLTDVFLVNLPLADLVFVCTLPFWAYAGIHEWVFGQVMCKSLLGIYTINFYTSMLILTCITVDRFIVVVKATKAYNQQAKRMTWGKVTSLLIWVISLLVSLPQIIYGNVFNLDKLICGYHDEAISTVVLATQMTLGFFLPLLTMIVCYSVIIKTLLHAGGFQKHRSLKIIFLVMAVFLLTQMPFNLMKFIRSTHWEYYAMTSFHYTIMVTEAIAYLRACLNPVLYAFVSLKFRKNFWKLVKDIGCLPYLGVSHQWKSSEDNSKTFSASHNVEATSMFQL
XBP1 UPR activ: activators of adaptive arm of unfolded protein response (XBP1). CHO-XBP1 luciferase reporter, IRE1-XBP1 UPR activation, luminescence; percent of tunicamycin response, DMSO as zero. activation, % at 20 µM. actives 0.33% (n = 330,000). AID 463104;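 active means versus positive control, 20 µM dose yields 30% or more activation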;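 further: 100% = tunicamycin at 10 µg/mL and 0% = DMSO only wells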
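Material: CHO-XBP1 cells stably carrying IRE1-XBP1-driven luciferase reporter / Amount: 1000 cells per well / Compound: 20 µM, 1% DMSO / Times: 6 h treatment, 37 °C / Detection: luciferase luminescence / Measure: % activation of reporter signal versus tunicamycin and DMSO controls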
Mdm2-MdmX inh: disrupts the human Mdm2-MdmX interaction. SaOS-2 split-luciferase Mdm2/MdmX complementation, luminescence. O15151+Q00987. inhibition, % at 8 µM. actives 3% (n = 330,000). AID 485346;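 active means inhibition of at least 50% at 8 µM in the primary screen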
UPR CHOP act: apoptotic UPR (CHOP) activation; CHO-CHOP luciferase reporter, luminescence; percent of tunicamycin response over DMSO baseline; activation, % at 10 µM; actives 0.34% (n = 330,000);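 active means at 10 µM dose, activation of 40% or more, normalized to positive control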;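 further: 100% = tunicamycin at 10 µg/mL and 0% = DMSO alone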
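System: CHO-CHOP luciferase reporter cell line; amount: 500 cells/well; buffer or medium: F12 medium containing 10% fetal bovine serum; incubation: 6 h compound exposure at 37 °C after overnight seeding; measured by: luciferase luminescence after 10 min with Steady-Glo reagent; evaluation: % reporter activation, DMSO baseline versus tunicamycin full activation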
697 NFkB inh: inhibitors of the PMA/ionomycin-induced NF-kB reporter in 697 B cells. 697 B-cell NF-kB luciferase reporter, 16 h. inhibition, % at 4 µM. actives 0.33% (n = 330,000); in the data active means inhibition above about 35%
Jurkat NFkB inh: lowers PMA/ionomycin-induced NF-kB signal in Jurkat cells; PMA/ionomycin-induced NF-kB luciferase reporter, luminescence; inhibition, % at 4 µM; actives 0.53% (n = 330,000); in the data active means inhibition above about 50%
An asterisk follows results filed as active; . = not tested or not shown; & = joins results of further samples.

Screens in order – XBP1 UPR activ	CCR6 antagonist	UPR CHOP act	Jurkat NFkB inh	697 NFkB inh	EBI2 block	CXCR6 inh	Mdm2-MdmX inh	Gli-Sufu block
Cc1nn(CC(=O)NCCN2CCCCC2C)c(=O)c2cc(-c3ccccc3)nn12 (configuration not stated)
  -4	9	-0.3	-7	-34	-5	9	-7	24
CCC(=O)Nc1ccc(Nc2nc(C)c([N+](=O)[O-])c(Nc3ccc(NC(=O)CC)cc3)n2)cc1
  3	31	0.6	18	-13	-2	12	64*	25
Nn1c(SCC(=O)N2CCOCC2)nnc1-c1ccc(Cl)cc1Cl
  0	-13	1.3	-70	-48	-15	-1	21	-3
Cc1nn2c(=O)cc(CSc3ccccc3NC(=O)c3ccccc3)nc2s1
  0	-2	3.4	-19	-14	-8	2	-11	-1
C=CCOc1ccc(C2NC(=S)NC(C)=C2C(=O)c2ccccc2)cc1OC (configuration not stated)
  4	0	7.3	-9	1	-5	-1	25	12
CCOc1cc(C(=O)Nc2cc(C(=O)OC)ccc2C)ccc1OCC(=O)N1CCOCC1
  -2	1	0.4	12	1	-14	0	-12	-3
O=S1(=O)N=C(N(Cc2cccs2)c2ccc(O)cc2)c2ccccc21
  -4	6	1.1	11	16	-1	4	28	3
CN1CCCN(C(=O)c2cccc(Cl)c2)CC1
  0	-1	1.5	9	20	-7	-4	8	0
Cc1cc(NC(=O)CSc2nnc(-c3ccccc3)n2Cc2ccco2)no1
  3	-11	0.4	13	15	-3	10	-4	1
COc1ccc(NC(=O)NC[C@@H]2CC[C@@H](Cc3ccc(-c4ccccc4)cc3)O2)cc1
  8	24	2.6	.	-8	14	-7	17	-5
COc1cc(C(=O)OCc2cc3ccccc3[nH]c2=O)cc(OC)c1OC
  -3	-4	-2.9	6	-17	3	-12	47	28
CN1CCC(CN)(N2CCN(c3ccccc3)CC2)CC1
  -2	-3	2.4	-16	19	-6	-1	-17	9
CC(Oc1ccc(Cl)cc1Cl)C(=O)Nc1ncccn1 (configuration not stated)
  3	13	-0.4	6	11	-11	5	-11	-9
C/C(=N/NC(=O)c1nnn(-c2nonc2N)c1COc1ccccc1)c1ccc(O)cc1
  -4	0	-0.3	5	-9	-1	-2	75*	-21
Cc1c(O)ccc(/C=N/Nc2ncccc2[N+](=O)[O-])c1O
  -4	20	2.1	-131	-371	2	14	-65	-108

Four of the compounds above, as labelled records:
canonical_smiles: Cc1cc(NC(=O)CSc2nnc(-c3ccccc3)n2Cc2ccco2)no1
  XBP1 UPR activ: 3 | CCR6 antagonist: -11 | UPR CHOP act: 0.4 | Jurkat NFkB inh: 13 | 697 NFkB inh: 15 | EBI2 block: -3 | CXCR6 inh: 10 | Mdm2-MdmX inh: -4 | Gli-Sufu block: 1
canonical_smiles: COc1ccc(NC(=O)NC[C@@H]2CC[C@@H](Cc3ccc(-c4ccccc4)cc3)O2)cc1
  XBP1 UPR activ: 8 | CCR6 antagonist: 24 | UPR CHOP act: 2.6 | Jurkat NFkB inh: . | 697 NFkB inh: -8 | EBI2 block: 14 | CXCR6 inh: -7 | Mdm2-MdmX inh: 17 | Gli-Sufu block: -5
canonical_smiles: COc1cc(C(=O)OCc2cc3ccccc3[nH]c2=O)cc(OC)c1OC
  XBP1 UPR activ: -3 | CCR6 antagonist: -4 | UPR CHOP act: -2.9 | Jurkat NFkB inh: 6 | 697 NFkB inh: -17 | EBI2 block: 3 | CXCR6 inh: -12 | Mdm2-MdmX inh: 47 | Gli-Sufu block: 28
canonical_smiles: CN1CCC(CN)(N2CCN(c3ccccc3)CC2)CC1
  XBP1 UPR activ: -2 | CCR6 antagonist: -3 | UPR CHOP act: 2.4 | Jurkat NFkB inh: -16 | 697 NFkB inh: 19 | EBI2 block: -6 | CXCR6 inh: -1 | Mdm2-MdmX inh: -17 | Gli-Sufu block: 9

Following part
Screens in order – XBP1 UPR activ	CCR6 antagonist	UPR CHOP act	Jurkat NFkB inh	697 NFkB inh	EBI2 block	CXCR6 inh	Mdm2-MdmX inh	Gli-Sufu block
Cc1ccc(C)c(OCCn2nnc3ccccc32)c1
  0	-14	4.6	-3	-63	-8	0	-5	-20
O=C(NC1CC1)c1ccc2snnc2c1
  2	6	2.2	-3	-2	4	0	22	-9
COc1cc(/C=N/Nc2nc(C)cc(=O)[nH]2)ccc1O
  8	3	0.8	-16	2	0	-3	4	2
O=C(CSc1ccccc1)NNC(=O)c1ccccc1O
  -4	-6	1.0	-8	-8	10	-7	20	-3
CCCNC(=S)NC1CC2CCCC(C1)N2CC(C)C (configuration not stated)
  3	1	-2.3	-18	-18	-4	2	6	9
O=C(Oc1cccc(OC(=O)c2ccco2)c1)c1ccco1
  0	-3	-0.1	-7	7	-11	-11	10	-5
O=C1C(O)CCN1C1CCCCC1 (configuration not stated)
  .	-7	.	.	.	-6	-3	.	6
CC(Oc1ccccc1)C(=O)NC1=NCCS1 (configuration not stated)
  0	9	0.2	-57	-3	-5	7	-41	-32
O=C(NC1CCCCCCC1)c1c(Cl)cccc1Cl
  5	10	2.0	15	4	3	-4	-1	4
O=C(N/N=C/c1ccc(OC(F)F)cc1)C1=COCCO1
  -5	-7	-0.4	-86	-80	1	-13	-19	-65
CCN(CC)c1ccc(C=NCCc2ccc(S(N)(=O)=O)cc2)cc1
  0	6	1.5	10	13	9	-8	13	-7
COc1cc2ccccc2cc1C(=O)N(CCN(C)C)c1nc2ccc(Br)cc2s1
  -7	7	-1.5	-10	12	-4	5	47	24
Cn1c(=O)n(CC(=O)OCc2ccccc2)c(=O)c2c1nc1n2CCCN1C1CCCCC1
  -3	11	-0.3	0	-41	15	2	19	-5
CC1CCC/C(=C\Nc2ccc3c(c2)OCO3)C1=O (configuration not stated)
  3	-21	6.4	-2	4	5	-7	-16	-17
CCCCn1c(N)c(N(CCOC)C(=O)c2cc(-c3ccc(F)cc3)nc3ccccc23)c(=O)[nH]c1=O
  5	-9	-1.1	5	3	-7	-1	28	-5
Cc1ccsc1C(=O)NNC(=O)C1CCCCC1C(=O)O (configuration not stated)
  1	0	1.7	-19	-61	-5	-6	26	6
CCc1cccc2c(C(=S)N3CCCC3)c[nH]c12
  5	7	0.6	5	13	2	-2	-35	-14
CN(Cc1ccccc1)C(=O)c1cccc(NC(=O)C2CCCN(C(=O)OC(C)(C)C)C2)c1 (configuration not stated)
  -3	0	1.7	4	2	2	3	16	14
CCOC(=O)CC(=O)CSc1nc(C)nc2c1oc1ccccc12
  8	11	-0.4	-13	-13	10	-1	2	4
Cc1c(O)c2ccccc2n(-c2ccccc2)c1=O
  1	1	-0.4	1	1	-20	5	29	1
COc1ccccc1-c1nc(N)n[nH]1
  0	-5	0.6	-1	4	-2	-6	-12	1
CCC(C)N(C(=O)c1csnn1)C(C(=O)NC1CCCC1)c1ccccc1F (configuration not stated)
  -3	3	0.8	8	4	4	-3	-20	-17
Cc1nc(C(C)NC(=O)c2ccc(OC3CCN(Cc4ccccn4)CC3)cc2)c(C)s1 (configuration not stated)
  -2	-8	1.2	-7	11	-5	3	-5	3
CCOC(=O)c1c(C)[nH]c(C(=O)Cn2nnc(-c3ccc(Cl)cc3)n2)c1C
  -4	-3	-0.4	-18	9	8	-7	32	56*
COc1cc(NC2c3ncccc3C(=O)N2Cc2ccco2)cc(OC)c1OC (configuration not stated)
  -1	-4	-1.1	-17	0	-8	-10	-15	-3
COc1ccc(N2C(=O)CCC(C(=O)N(C)CCc3ccccn3)C2c2ccc(OC)c(OC)c2)cc1 (configuration not stated)
  0	-3	0.6	-1	-13	-1	3	3	-5
COC(=O)c1ccc(C(=O)OC)c(NC(=O)CCc2ccc(C)o2)c1
  0	20	1.7	-4	3	9	2	-23	9
O=S(=O)(CCN1CCN(C(c2ccccc2)c2ccccc2)CC1)C(F)(F)F
  -4	7	18	11	7	-8	2	41	23
CCOC(=O)Cc1cnc(NC(=O)CSc2nc(C(C)C)cc(=O)[nH]2)s1
  3	9	-1.9	-3	0	3	-1	21	-14
COc1cc(NC(=O)CCN2CCOCC2)cc(OC)c1
  -1	-3	0.6	7	1	-15	1	3	-12
CCOC(=O)c1sc2nccc(N(C)C)c2c1N=CN(C)C
  -7	-9	-1.9	1	-4	6	-1	-6	0
CCOc1cccc(-c2c(C(=O)N/N=C/c3ccco3)nnn2-c2nonc2N)c1
  -7	-13	1.2	11	-7	-6	0	-7	-9
Oc1ccc(CNc2ccccc2F)c2cccnc12
  4	-2	3.9	-10	-40	-2&4	-12&3	89*	4
COc1cccc(NC(=S)N2CCCC2)c1
  2	-5	0.9	-10	3	-5	-1	0	-8
COc1ccc(-n2c3c(cc(C(=O)NC4CCSC4=O)c2=O)C(=O)CC(C)(C)C3)cc1 (configuration not stated)
  -4	-7	-0.6	22	8	-2	1	15	13
CN(C)c1nc(N)nc(CSc2nnnn2-c2cccc3ccccc23)n1
  1	13	-3.1	47	27	11	2	-3	14
CC(=O)c1nnn(-c2c(F)cccc2F)c1C
  2	5	-0.5	-8	9	-1	2	-1	3
CNc1nc(Nc2ccc([N+](=O)[O-])cc2)nc(OCC(F)(F)F)n1
  122*	5	-1.4	2	10	15	2	11	-5
O=C(CN(Cc1ccc(F)cc1)S(=O)(=O)c1ccccc1)N1CCCCC1
  -5	-4	0.2	13	6	4	-3	-1	1
COC(=O)c1ccc(S(=O)(=O)N(Cc2ccccc2)Cc2ccccc2)n1C
  -4	3	2.4	9	13	-10	9	-14	6
O=C(CNC(=O)c1cccs1)NCC(=O)OCC(=O)c1ccccc1
  -4	14	1.8	7	-8	10	-1	11	-6
C=CCNC(=S)N1CCC(C(N)=O)CC1
  -2	-9	0.0	-11	4	3	-2	37	2
Cc1ccc(C(=O)NC(C)(COc2nonc2C)COc2nonc2C)cc1
  2	22	-2.9	-28	-3	4	-7	2	8
Cn1c(CCNC(=O)c2ccccc2Cl)n[nH]c1=S
  9	-16	-0.9	8	5	-14	-10	-1	1
Cc1ccc(C(O)CN2C3=NCCCN3c3ccccc32)cc1 (configuration not stated)
  4	-3	-1.5	-21	-20	-1	6	16	14
CCN(C(=O)Cc1ccc(Br)cc1)C1CCCCC1
  0	33	1.6	-1	9	10	13	11	5
COC(=O)c1c(C)[nH]c(/C=N/Nc2ccccc2)c1C
  1	10	1.8	0	-27	-6	-7	5	53
CCCSc1ccc2nc(-c3ccccc3)cn2c1
  -9	8	-7.6	-47	-172	41	-4	20	19
COc1ccc(N2CCN(C(=O)C3CCN(S(=O)(=O)c4ccc(F)cc4)CC3)CC2)cc1
  -4	8	0.1	-4	4	2	3	-11	12
CCCCCCC(=O)N(O)C1CC(=O)N(c2ccc(F)cc2)C1=O (configuration not stated)
  -2	8	0.0	3	10	2	-18	49	-5
CC(C)(C)NC(=O)C(c1ccco1)N(C(=O)Cn1nnc(-c2ccc(F)cc2)n1)c1ccccc1F (configuration not stated)
  -2	-6	1.2	2	9	1	-3	-3	4
O=C(CN1C(=O)CCC1=O)Nc1nc(-c2ccc(Oc3ccccc3)cc2)cs1
  -2	8	0.4	-4	4	12	3	11	-1
CCN(CC)CC(O)CCCCCCCCC(=O)OC (configuration not stated)
  -4	-5	2.0	-1	0	1	-1	-6	2
CCCCn1c(N)c(N(Cc2ccccc2OC)C(=O)COc2ccc(F)cc2Cl)c(=O)[nH]c1=O
  -6	-12	-0.7	18	10	9	-1	5	-8
CC(Sc1nnc(N)s1)C(=O)Nc1ccc2c(c1)OCCO2 (configuration not stated)
  -3	0	1.2	6	27	-4	-1	17	-35
O=C(Nc1ccc(F)cc1F)C1CCCN(c2ncnc3c2nc2n3CCCCC2)C1 (configuration not stated)
  -2	1	0.3	0	-10	1	0	16	-13
O=C(c1c(F)cccc1F)N1CCN(S(=O)(=O)c2ccc3c(c2)OCCO3)CC1
  0	6	2.0	-18	7	-19	-3	29	0
